V1aR counter: counter-screen for oxytocin receptor agonists: human V1a receptor agonists; CHO-V1R cells, Fluo-8 calcium fluorescence, agonist mode; 0% DMSO, 100% 3 nM vasopressin; AID 2797; hit rate 0.25% among 320,000; activation, % at 3 µM;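 active = activation above the mean activation of all tested compounds plus 3 SD, per screening run, cut at about 20% in these data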;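 note: signal is peak over basal fluorescence ratio across a 100 second FLIPR read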
Target sequence (P37288 whole entry, looked up): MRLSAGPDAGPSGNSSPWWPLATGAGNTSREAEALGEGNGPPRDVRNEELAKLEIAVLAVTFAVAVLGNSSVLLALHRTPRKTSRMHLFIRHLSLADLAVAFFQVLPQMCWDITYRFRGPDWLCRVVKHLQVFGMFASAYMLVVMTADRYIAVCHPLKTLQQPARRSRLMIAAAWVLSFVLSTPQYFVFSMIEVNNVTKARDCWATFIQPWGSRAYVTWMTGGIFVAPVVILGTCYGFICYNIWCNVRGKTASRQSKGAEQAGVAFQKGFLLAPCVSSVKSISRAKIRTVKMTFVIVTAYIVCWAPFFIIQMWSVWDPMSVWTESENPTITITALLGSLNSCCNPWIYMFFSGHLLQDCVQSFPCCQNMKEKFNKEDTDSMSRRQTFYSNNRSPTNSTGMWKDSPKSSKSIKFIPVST
GalR3 antagonist: human GalR3 antagonism; HEK293 GalR3-CNG cAMP membrane potential fluorescence; galR3 body fused to GalR1 C-terminus; inhibition, % at 3 µM; hit rate 0.44% among 360,000; AID 651719;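 active = inhibition above the screen-wide average plus 3 SD, cut at about 13% in these data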;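 note: forskolin and galanin both at EC90 stimulate the cells; cAMP rise reported by CNG channel membrane potential dye signal; 0% = forskolin plus galanin with DMSO and 100% = forskolin alone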
Target sequence (O60755 1-299 limits assumed): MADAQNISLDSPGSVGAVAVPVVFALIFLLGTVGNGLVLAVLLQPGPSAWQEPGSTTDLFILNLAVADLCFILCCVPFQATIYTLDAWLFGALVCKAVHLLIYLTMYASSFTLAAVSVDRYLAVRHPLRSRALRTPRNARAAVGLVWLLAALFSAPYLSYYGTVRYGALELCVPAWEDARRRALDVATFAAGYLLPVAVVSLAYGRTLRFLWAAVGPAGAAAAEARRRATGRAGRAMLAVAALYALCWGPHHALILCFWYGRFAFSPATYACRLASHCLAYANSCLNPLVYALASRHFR
OXTR agonist: activates the human oxytocin receptor. P30559. CHO-OTR cells, Fluo-8 calcium fluorescence; normalized: DMSO 0%, oxytocin 100%. activation, % at 3 µM. hit rate 0.32% among 320,000;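 active = activation above the mean of all tested compounds plus 3 SD, cutoff set per screening run, cut at about 20% in these data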;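 note: peak over basal fluorescence ratio from a 100 s FLIPR kinetic read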
An asterisk follows results filed as active. Not all compounds are listed (hit frequency here may not be typical).

SMILES	V1aR counter	GalR3 antagonist	OXTR agonist
Cc1nn(-c2ccccc2)c(C)c1NC(=O)COC(=O)Cc1ccccc1F	-0.1	-4	-0.9
COC(=O)c1ccc(SCc2ccccc2)nc1	0.6	-5	-1.1
Cc1nc(SCC(=O)N(CC(C)C)C2CCS(=O)(=O)C2)c2c(C)c(C)sc2n1 (stereo not drawn)	0.0	-2	-0.6
COC(=O)c1cccc(NC(=O)c2cnn(C)c2)c1	2.0	-1	-0.8
COc1ccccc1C(CNC(=O)c1ccc(S(=O)(=O)N2CCCCC2)cc1)N(C)C (stereo not drawn)	0.7	-3	3.7
O=C(NCC1CCCN1S(=O)(=O)c1cccs1)C(=O)Nc1ccc(F)cc1F (stereo not drawn)	4.3	-1	2.3
CCn1c(C)cc(C(=O)CSc2nnc(-c3ccco3)o2)c1C	0.1	-5	0.0
CCS(=O)c1ccccc1C(=O)OCC(=O)N1CCC(c2ccccc2)=N1 (stereo not drawn)	0.7	-7	0.2
COc1ccc(Cl)cc1NC(=O)CN(C)C(C)C(=O)NC(=O)NC1CCCCC1 (stereo not drawn)	-1.5	-7	-1.8
Cc1cc(NC(=O)COC(=O)C2CC2)ccc1Br	1.6	-4	1.4
Cc1ccc(S(=O)(=O)N2CCC(C(=O)OCC(=O)NCc3cccc(Cl)c3)CC2)cc1C	1.8	-8	0.6
Cn1nccc1C(=O)OCC(=O)Nc1cccc(Cl)c1	2.0	-2	3.6
COCCCNC(=O)CC1C[C@H](C(=O)N2CCCCC2)[C@@]2(C)c3[nH]c4ccccc4c3CCN2C1=O (stereo partly drawn)	0.0	-6	-1.2
CCC(C(=O)OCC(=O)Nc1c(C)nn(-c2ccccc2)c1C)c1ccccc1 (stereo not drawn)	1.3	-3	-0.1
O=C(NCCCn1ccnc1)c1ccc(-c2cccc(C(F)(F)F)c2)o1	-1.7	0	-2.6
CC(=O)c1ccc(NC(=O)CSc2nc3[nH]ncc3c(=O)[nH]2)cc1	0.5	-3	1.6
Cc1nc(Cc2nnc(SCC(=O)Nc3c(C)cccc3C)o2)cs1	-0.1	-3	-0.2
O=C(CN1CCN(C(=O)c2cccc(-n3cnnn3)c2)CC1)Nc1ccccc1Cl	-0.1	-3	1.1
CN(C)C(CNC(=O)c1ccc(NS(=O)(=O)c2ccc(F)cc2)cc1)c1ccco1 (stereo not drawn)	0.4	-1	1.8
O=C(Nc1ccc(N2CCCCC2)c(S(=O)(=O)Nc2ccccc2Cl)c1)c1cccnc1	1.6	1	2.7
COc1cccc(CNC(=O)COC(=O)c2cc([N+](=O)[O-])ccc2N2CCCC2)c1	0.2	-2	-1.2
O=C(COc1ccccc1F)NNC(=O)Cc1ccc(S(=O)(=O)N2CCOCC2)s1	-0.2	-5	-0.3
O=C(NCCC1CCCCN1S(=O)(=O)c1ccc(Cl)cc1)C(=O)NCCN1CCOCC1 (stereo not drawn)	0.9	-4	0.2
Cc1ccc(S(=O)(=O)NC(CC(C)C)C(=O)NCCCn2nc(C)cc2C)cc1 (stereo not drawn)	-0.2	-6	0.6
Cc1cccc(NC(=O)c2nc[nH]c2C(=O)NCCCNC(=O)c2[nH]cnc2C(=O)Nc2cccc(C)c2)c1	0.1	-5	1.6
CCN(c1ccccc1)S(=O)(=O)c1cc(NC(=O)CN2CCN(C)CC2)ccc1Cl	1.6	-6	1.9
Cc1ccc(NC(=O)CSc2nc3nn(-c4ccccc4)c(=O)c-3c3n2CCCCC3)cc1F	-0.5	-4	-0.2
CC1CC(C)CN(C(=O)CSc2ncnc3sccc23)C1 (stereo not drawn)	-1.2	1	-0.4
Cc1ccc(S(=O)(=O)N(C)C[C@H]2Oc3ccc(NC(=O)Nc4c(C)noc4C)cc3CC(=O)N([C@@H](C)CO)C[C@@H]2C)cc1	1.1	-1	-0.2
CCOc1ccc(NS(=O)(=O)c2ccc(C(=O)N3CCCCCC3)cc2)cc1	17	-4	15
O=C(COC(=O)COc1ccccc1)NCc1ccco1	0.0	-4	-0.7
Cc1ccc(S(=O)(=O)CCC(=O)OC2CC(C)OC2=O)cc1 (stereo not drawn)	0.2	0	2.8
COc1ccc(-c2c(-c3ccc(S(C)(=O)=O)cc3)sc3ccc(OC)cc23)cc1	2.3	-5	2.2
C=CC[C@H](CC(=O)N(CCO)Cc1ccccc1)C(=O)N[C@H](COC(=O)[C@@H](CC=C)CC(=O)OC(C)(C)C)Cc1ccccc1	1.1	-5	-1.0
CC(Sc1ccc(S(=O)(=O)N2CCCC2)cn1)C(N)=O (stereo not drawn)	0.8	-2	1.0
COc1ccc(NC(=O)CN(C)C(=O)CCCc2c[nH]c3ccccc23)cc1	1.6	-2	3.6
Oc1ccc(C2CNCc3sccc32)cc1O (stereo not drawn)	1.3	-2	0.7
Cc1ccc(C2(C)NC(=O)N(CC(=O)NNC(=O)c3ccccc3F)C2=O)cc1 (stereo not drawn)	0.5	-3	0.6
O=C(c1ccc(F)cc1)N1CCC(C(=O)N2CCN(S(=O)(=O)c3cccc(Cl)c3)CC2)CC1	1.5	2	-0.9
COc1ccc(C(=O)c2ccc3oc(-c4ccc(OC)cc4)c(-c4ccc(O)cc4)c3c2)cc1	0.2	13*	1.1
NS(=O)(=O)c1cc(C(=O)OCC(=O)NNC(=O)c2ccccc2)ccc1Cl	-0.8	-4	-0.6
Cc1cc(NC(=O)CSc2nnc(C(F)(F)F)n2C)no1	2.7	7	1.1
COC(=O)c1ccc(NC(=O)CCN2C(=O)C3CC=CCC3C2=O)cc1 (stereo not drawn)	0.8	-3	-0.4
CCC1(CC)NC(=O)N(CC(=O)Nc2ccc(OCc3ccccc3)cc2)C1=O	5.0	-4	4.9
Cc1ccc(S(=O)(=O)Nc2ccc3c(c2)CC(=O)N([C@H](C)CO)C[C@@H](C)[C@H](CN(C)S(=O)(=O)c2ccccc2)O3)cc1	1.6	-7	1.3
COc1ccc([C@H]2CC(=O)C=C(c3cccc(CO)c3)C2)cc1OC	2.6	-6	2.0
CC[C@@]1(C(=O)OC)N[C@H](CN(C)C(=O)Nc2ccc(C(F)(F)F)cc2)[C@@H]2C(=O)N(Cc3ccccc3)C(=O)[C@@H]21	0.1	-5	0.2
c1ccc(CSc2cc3ccccc3[nH]2)cc1	0.6	-4	-4.2
COc1ccc2c3n(nc2c1)CCN=C3c1cc(Cl)c(N)c(Cl)c1	-0.4	-3	-1.2
Cc1cc(C)c(C)c(S(=O)(=O)N2CCC(C(=O)NC3=NCCS3)CC2)c1C	1.5	-6	1.5

(listing goes on)
SMILES	V1aR counter	GalR3 antagonist	OXTR agonist
CC(C)c1ccc(S(=O)(=O)N2CCN(C(=O)CN3C(=O)NC(C)(c4ccccc4)C3=O)CC2)cc1 (stereo not drawn)	-0.6	-4	1.2
COc1ccccc1CNC(=O)COC(=O)c1cccc(-n2cnnn2)c1	1.3	2	0.1
CCN(CC)c1ccc(NC(=O)CN2C(=O)NC3(CCc4ccccc43)C2=O)cc1 (stereo not drawn)	0.9	-1	0.4
COc1cc(C(=O)NCC(=O)Nc2ccc(F)c(F)c2)ccc1OCC(=O)N1CCOCC1	0.3	3	-0.4
CC(=O)N(CC(C)C(=O)O)c1c(I)cc(I)c(N)c1I (stereo not drawn)	1.6	-3	-0.4
Cc1ccc(C(=O)OCC(=O)NCc2ccco2)cc1C	0.4	-6	0.6
O=C(COC(=O)CN1C(=O)NC2(CCCC2)C1=O)Nc1ccc(C(F)(F)F)cc1[N+](=O)[O-]	5.6	-3	1.6
C[C@H](CO)N1C[C@H](C)[C@@H](CN(C)C(=O)Nc2ccccc2)Oc2ccc(NC(=O)C3CCCCC3)cc2C1=O	1.2	-2	1.1
Cc1csc(=O)n1CCC(=O)OCC(=O)Nc1cc(Cl)ccc1[N+](=O)[O-]	1.7	-4	0.9
O=C(CN1C(=O)NC2(CCCCC2)C1=O)N(Cc1ccco1)Cc1cccs1	-1.0	-3	-1.8
COc1ccc(N(C)S(=O)(=O)c2cccc(C(=O)Nc3nc(C)c(C(C)=O)s3)c2)cc1	8.5	-6	7.2
COc1ccccc1CNC(=O)COC(=O)c1cc(=O)[nH]c2ccccc12	0.9	-2	-0.9
CC(C)C(NC(=O)c1c(F)cccc1F)C(=O)N1CCN(S(=O)(=O)/C=C/c2ccccc2)CC1 (stereo not drawn)	0.3	-5	-0.9
CSCC[C@@H](C(=O)NCCCCCCCCCCC(=O)N1CCN(C(=O)OC(C)(C)C)CC1)n1cc(CCO)nn1	4.7	0	5.0
CN(c1ccccc1)S(=O)(=O)c1ccc(C(=O)N2CCCC2)cc1	0.2	-3	0.1
CC(=O)c1cccc(NC(=O)C(C)OC(=O)C2=NNC(=O)CC2)c1 (stereo not drawn)	0.5	2	1.2
Cc1sc2nc(CSC(C)C(=O)N(C)CC(=O)Nc3ccccc3C(F)(F)F)[nH]c(=O)c2c1C (stereo not drawn)	1.5	-1	0.1
Cc1cc(C)n2nc(C(=O)OCC(=O)NCc3ccc(Cl)cc3)nc2n1	-1.0	-3	0.1
COc1cc2c(cc1OC)CN(C(=O)c1ccc(Cl)c(S(=O)(=O)N3CCCC3)c1)CC2	0.2	-5	-0.6
CCOC(=O)C1CCN(C(=O)COc2ccc(C(=O)c3ccccc3)cc2)CC1	2.9	-2	2.8
Cc1ccc(C(O)Cn2nc(C)cc2C)cc1 (stereo not drawn)	0.5	-5	-0.8
CC(C)CCN1C(=O)c2ccc(C(=O)OCC(=O)N(C)C3CCS(=O)(=O)C3)cc2C1=O (stereo not drawn)	5.5	-5	4.6
O=C(C[C@@H]1C/C=C\CCCC(=O)OC[C@@H]2CCCN2C1=O)N[C@H](CO)Cc1ccccc1	1.3	-4	-0.8
O=C(CCNC(=O)c1ccccc1Cl)Nc1ccc(S(=O)(=O)Nc2nccs2)cc1	-0.4	-4	0.5
CC1(C)C[C@H](O)[C@]2(CO)CC[C@]3(C)C(=CCC4[C@@]5(C)CC[C@H](O)C(C)(C)C5CC[C@]43C)[C@@H]2C1 (stereo partly drawn)	1.0	-1	1.3
COc1ccc(-c2c(C#Cc3ccsc3)c3cc(-c4ccc(C(N)=O)cc4)ccc3n2C)cc1	1.0	-3	1.1
CCCCn1c(N)c(N(CC(C)C)C(=O)c2oc3ccc(OC)cc3c2C)c(=O)[nH]c1=O	-1.6	-4	-0.1
Cc1cc(NC(=O)Cn2cnc3sccc3c2=O)no1	1.1	-4	1.1
CCN(CC)c1ccc(C=Nc2cccc(S(=O)(=O)N3CCOCC3)c2)c(O)c1	-0.6	-3	-0.2
O=S(=O)(c1ccc(=S)[nH]c1)N1CCOCC1	0.5	-2	-0.3
O=C(Cn1ncc(Cl)c(Cl)c1=O)Nc1ccc2c(c1)OCO2	-0.7	-3	-1.2
CCOc1ccccc1NC(=O)CN1c2cccc3cccc(c23)S1(=O)=O	0.2	-3	-0.5
Cc1ccc(C2(C)NC(=O)N(CC(=O)N3CCN(S(=O)(=O)c4cccs4)CC3)C2=O)cc1 (stereo not drawn)	0.1	-3	0.1
CN(CC(=O)Nc1c(Cl)cccc1Cl)C(=O)C1CC(=O)N(Cc2ccccc2)C1 (stereo not drawn)	0.5	-4	1.1
COC(=O)[C@]1(Cc2ccccc2)N[C@H](c2ccc(-c3ccc(OC)cc3)cc2)[C@@H]2C(=O)N(C)C(=O)[C@@H]21	0.9	-6	-0.7
O=C(CC1CCCCC1)NCCS(=O)(=O)N1CCN(c2ccccc2)CC1	-0.9	-5	-1.9
O=C(NNC(=O)c1cc(-c2ccccc2Cl)nc2ccccc12)c1csc(N2CCOCC2)n1	0.7	-1	-1.0
CCN(CC)CCCn1c2c(c(SCC(=O)Nc3nc(C)cs3)nc1=O)CCC2	-0.9	1	1.2
Cc1c(C(C)CCCO)oc(=O)c2c1Oc1c(C)c(C(C)C[C@@H](C)O)oc(=O)c1C2 (stereo partly drawn)	0.6	-5	2.0
CC(=O)Nc1ccc(SC[C@H](Cc2ccccc2)N2CC[C@@H](O)CCC2=O)cc1	1.0	-7	0.6
Cc1occc1C(=O)NNC(=O)c1ccc(S(=O)(=O)N(C)C)cc1	0.2	-3	1.4
Cc1ccc(CNS(=O)(=O)c2cc3c4c(c2)CCN4C(=O)CC3)cc1	1.4	-1	1.0
Cc1ccc(C)c(NC(=O)c2ccc3c(=O)n4c(nc3c2)CCC4)c1	1.2	-8	1.5

Source: PubChem
